HTR1A agonist: human 5-HT1a receptor agonists, primary screen, cell-based, CHO, Ga15 NFAT-bla reporter; 5-hydroxytryptamine receptor 1A (Homo sapiens), P08908; hit rate 0.56% among 65,000; CHO 5-HT1a Ga15 NFAT-bla reporter, FRET ratio; 0% basal, 100% maximal reference agonist; activation, % at 10 µM;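 active = activation above the screen-wide mean activation plus 3 SD, cut at about 19% in these data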;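 note: 0% = DMSO wells and 100% = 5-CT at EC100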
Target sequence (P08908 whole entry, looked up): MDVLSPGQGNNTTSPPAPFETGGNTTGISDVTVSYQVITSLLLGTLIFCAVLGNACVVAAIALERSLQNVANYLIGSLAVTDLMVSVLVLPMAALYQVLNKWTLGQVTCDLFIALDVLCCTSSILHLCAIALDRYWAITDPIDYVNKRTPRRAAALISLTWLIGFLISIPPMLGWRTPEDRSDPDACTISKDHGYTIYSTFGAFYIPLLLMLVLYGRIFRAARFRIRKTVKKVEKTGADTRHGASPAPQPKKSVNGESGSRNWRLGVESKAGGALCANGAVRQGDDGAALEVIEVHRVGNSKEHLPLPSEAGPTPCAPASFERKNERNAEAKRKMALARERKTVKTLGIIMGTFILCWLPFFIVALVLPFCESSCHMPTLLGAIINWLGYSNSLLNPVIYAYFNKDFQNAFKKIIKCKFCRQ
M1 antag: antagonists of rat M1 muscarinic receptor; Muscarinic acetylcholine receptor M1 (Rattus norvegicus), P08482; CHO-M1 cells, Fluo-4 calcium, ACh EC80 antagonist mode; active compounds read low; B-score at 10 µM; hit rate 3.4% among 64,000;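 active = calcium fluorescence response, raw or row-and-column corrected B-score, differing from the plate sample mean either way at a set confidence level, mostly lower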
Target sequence (P08482 whole entry, looked up): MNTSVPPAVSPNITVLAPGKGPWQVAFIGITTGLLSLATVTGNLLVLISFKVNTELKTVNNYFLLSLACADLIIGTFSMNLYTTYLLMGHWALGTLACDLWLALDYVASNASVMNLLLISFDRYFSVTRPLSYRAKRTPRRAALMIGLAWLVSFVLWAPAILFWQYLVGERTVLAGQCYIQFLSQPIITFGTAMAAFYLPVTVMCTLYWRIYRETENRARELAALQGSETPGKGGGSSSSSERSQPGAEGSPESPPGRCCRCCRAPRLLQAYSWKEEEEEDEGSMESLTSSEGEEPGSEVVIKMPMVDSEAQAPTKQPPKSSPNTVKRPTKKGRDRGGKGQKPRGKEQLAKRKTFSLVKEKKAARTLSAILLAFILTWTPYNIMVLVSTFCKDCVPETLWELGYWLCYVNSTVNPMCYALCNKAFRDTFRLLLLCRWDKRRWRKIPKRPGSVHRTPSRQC
S1P3 ag: human S1P3 receptor agonists, primary screen, cell-based, primary and confirmation, NFAT-BLA reporter; S1P3 NFAT-BLA reporter cells, agonism, FRET ratio; relative to 1 µM S1P, basal subtracted; activation, % at 4.5 µM; hit rate 0.1% among 60,000;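 active = activation above the screen-wide mean plus 3 SD, cut at about 4.5% in these data, passing the limit was not always enough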; note: some compounds called inactive have numbers as strong as hits
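material = human S1P3 NFAT-BLA reporter CHO cells | schedule = 4 h compound at 37 °C, 2 h substrate at RT | measured by = fluorescent BLA substrate, ex 405 nm, em 460/535 nm ratio | controls = 1 µM S1P reference | replication = primary once, confirmation triplicate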
S1P1 ag-PAM: S1P1 agonists and agonism potentiators, primary screen, cell-based, primary and confirmation screens, CRE-bla reporter | hit rate 0.57% among 56,000 | Sphingosine 1-phosphate receptor 1 (Homo sapiens), P21453 | S1P1 CRE-bla cells, forskolin, beta-lactamase FRET, potentiator mode; S1P1 agonist co-added at EC20, 2 nM; 100% = saturating reference agonist, 0% = basal | activation, % at 9.5 µM;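 active = activation above a cutoff set at the mean activation of all tested compounds plus 3 SD, cut at about 54% in these data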;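 note: forskolin at 4 µM as EC80 and the EC20 agonist is SEW2871; 100% = SEW2871 at its EC100 plus forskolin at EC80; some compounds past the cut are filed as inactive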
5HT1a antag: human 5-HT1a receptor antagonists, primary screen, cell-based, CHO, Ga15 NFAT-bla reporter | AID 612, 2007 | CHO 5-HT1a Ga15 NFAT-bla reporter, antagonist mode | inhibition, % at 10 µM | 5-hydroxytryptamine receptor 1A (Homo sapiens), P08908 | hit rate 0.68% among 62,000;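 active = inhibition above the mean of all tested compounds plus 3 SD, cut at about 43% in these data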;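 note: receptor stimulated by 5-CT agonist at 100 nM near EC80; beta-lactamase reporter measured by ratiometric fluorescence of a cleavable substrate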
5HT1E ag: 5-HT1E receptor agonists, primary screen, cell-based, HTS; 5-hydroxytryptamine receptor 1E (Homo sapiens), P28566; CHO 5-HT1E Ga15 NFAT-bla reporter, FRET; 0% DMSO wells, 100% control agonist wells; activation, % at 6 µM; hit rate 0.69% among 65,000; AID 574, 2007;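 active = activation above a set limit, the screen-wide mean activation plus 3 SD, cut at about 8.5% in these data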;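 note: 100% = positive control agonist at 1 µM giving full maximal response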
Jurkat tox 60K: cytotoxicity toward Jurkat T cells, primary screen, cytotoxicity control, cell-based, Jurkat E6.1, 60K MLSMR library; AID 463, 2006; hit rate 1.2% among 56,000; inhibition, % at 4 µM; Jurkat E6.1 viability, ATP luminescence, 48 h;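 active = inhibition above the mean inhibition of all tested compounds plus 3 SD, cut at about 28% in these data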
M1 ag: M1 muscarinic receptor agonists, primary screen, CHO-M1 cells, Fluo-4 calcium, agonist mode | Muscarinic acetylcholine receptor M1 | Fluo-4 calcium fluorescence; active compounds read high | B-score at 10 µM | hit rate 3% among 64,000 | AID 626, 2007;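 active = fluorescence rise, raw or as B-score row- and column-corrected plate score, outside the 99.7% band of its plate's samples, either direction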
5HT1E antag: 5-HT1E receptor antagonists, primary screen, cell-based, HTS; hit rate 0.99% among 65,000; inhibition, % at 6 µM; 5-hydroxytryptamine receptor 1E (Homo sapiens), P28566; CHO 5-HT1E Ga15 NFAT-bla reporter, FRET, antagonist;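 active = inhibition above a set limit, the mean inhibition across every tested compound plus 3 SD, cut at about 29% in these data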;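 note: signal is the 460 over 535 nm emission ratio of beta-lactamase substrate; 0% = agonist plus DMSO wells and 100% = wells without agonist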
The depositor's hits bear a star; · = not tested or not shown.

mol,HTR1A agonist,M1 antag,S1P3 ag,S1P1 ag-PAM,5HT1a antag,5HT1E ag,Jurkat tox 60K,M1 ag,5HT1E antag
Cc1csc(SCC(=O)N2CCN(S(=O)(=O)c3ccccc3)CC2)n1,-1.2,0.158,-1.0,-0.4,6.1,1.0,0.7,-0.0494,-2.7
N#Cc1c(SCC(=O)N2CCOCC2)nsc1SCC(=O)N1CCOCC1,-2.7,-0.0103,-1.9,-0.9,3.5,0.5,2.1,-0.358,0.8
CCc1nnc(NC(=O)CSc2nnc(-c3ccncc3)n2Cc2ccccc2)s1,0.1,0.499,1.0,9.6,-8.9,0.7,-9.3,1.06,3.6
COc1cccc(C2NC(C)(C(=O)O)C3C(=O)N(C(C)C)C(=O)C23)c1O (configuration not stated),-2.0,0.0723,0.2,-14.1,-13.7,-0.3,-1.7,0.0252,-8.1
CC(C)(C)C(=O)Cn1c(=O)n(CC2CCCO2)c(=O)c2ccccc21 (configuration not stated),-2.1,-0.451,0.6,9.0,5.0,0.0,-0.9,-0.0604,2.2
CCc1nnc(NC(=O)CSc2nnc(CNc3ccc(F)cc3)n2C2CCCCC2)s1,1.1,-1.08,-0.2,-7.5,-2.7,0.4,2.3,0.713,-3.5
COc1cc(OC)cc(C(=O)N2c3ccc(F)cc3CCC2C)c1 (configuration not stated),0.9,-0.0584,0.7,1.9,2.3,25.9*,-2.3,0.73,-6.4
CCC1(C(=O)OC)NC(c2ccco2)C2C(=O)N(c3ccc(C)cc3)C(=O)C21 (configuration not stated),-2.3,0.698,-0.4,-11.9,0.7,0.3,-9.4,0.0584,1.1
O=C(Nc1ccncc1)c1c(F)cccc1F,-2.2,-4.49*,-1.7,48.1,19.2,-1.5,6.2,0.0965,14.7
Cc1ccc(Cn2c(CN3CC(C)OC(C)C3)nc3c2c(=O)[nH]c(=O)n3C)cc1 (configuration not stated),-0.1,-5.16*,-1.4,-1.3,-12.4,0.1,8.1,0.0362,8.2
O=C(C1CCC(Cn2c(=S)[nH]c3ccccc3c2=O)CC1)N1CCOCC1 (configuration not stated),-1.3,2.02,0.5,-11.9,-5.8,0.2,3.5,-0.69,-11.0
COC(=O)CSC1=C(C#N)C(c2ccccc2)CC(=O)N1 (configuration not stated),-2.8,0.000188,-0.6,-1.1,-0.3,0.7,7.5,0.653,-15.6
CC(c1ccccc1)C(CC(=O)O)C(=O)NC1CCCCC1 (configuration not stated),-2.8,0.0776,-0.5,1.0,-8.1,1.4,2.1,-0.471,-1.0
CCOC(=O)N1CCC(NC(=O)c2cc(C(=O)NC3CCCC3)ccc2CO)CC1,-3.1,-0.0678,0.0,-0.3,-1.6,-0.1,7.2,-0.0523,15.1
COc1ccc2[nH]c3ccc(OC)cc3c2c1,0.3,0.212,0.7,-5.3,-8.8,0.6,-4.4,0.194,-9.6
CCOc1cc(C2C(C(=O)N3CCCCC3)=C(C)NC3=C2C(=O)CC(C)(C)C3)ccc1O (configuration not stated),-4.7,-0.134,8.1,-20.1,9.8,0.4,0.8,0.528,-7.9
Cc1ccc(NC(=O)c2ccc(S(=O)(=O)NCC3CCCO3)cc2)cc1 (configuration not stated),-1.2,·,0.8,-4.3,-3.0,-0.8,-0.9,·,2.4
O=C(CCn1nc(-c2ccc(Cl)cc2)ccc1=O)NCCCN1CCCCCC1,-0.8,-1.14,·,·,8.1,0.1,·,0.277,-2.1
Clc1ccc(Cn2ncc3c(N4CCCCC4)ncnc32)cc1,3.7,-0.189,-1.0,-2.7,8.6,-1.3,0.4,0.68,33.8*
CC(C)CCNC(=O)c1ccc2c(c1)N(Cc1ccccc1)C(=O)CS2=O (configuration not stated),1.1,0.833,0.8,-3.9,-7.7,0.4,-2.3,-0.978,-2.8

mol,HTR1A agonist,M1 antag,S1P3 ag,S1P1 ag-PAM,5HT1a antag,5HT1E ag,Jurkat tox 60K,M1 ag,5HT1E antag
Clc1ccc2nc(SCc3nnc(-c4ccccc4)o3)[nH]c2c1,-0.9,0.165,-1.4,20.9,2.8,-0.9,9.1,-0.23,4.7
CCC1CCCCN1C(=O)Nc1cccc(NC(=O)N2CCCCC2CC)c1 (configuration not stated),-2.0,0.146,0.1,-8.6,5.7,0.5,2.5,-0.105,-9.9
Cc1ccc(-n2nc3c(c2NC(=O)CCC2CCCCC2)CS(=O)C3)cc1 (configuration not stated),0.3,0.299,-1.2,-1.4,21.2,0.1,0.7,-0.103,-7.0
CCc1ccccc1N=C1SCC(=O)N1C,-1.8,-0.122,·,·,-14.4,0.0,·,0.499,-9.7
COC(=O)Nc1ccc(S(=O)(=O)N2CCN(c3ccc(F)cc3)CC2)cc1,-0.8,0.0906,-0.3,·,9.6,-1.5,-2.2,0.0801,0.9
CCn1c(NCc2c[nH]c3ccccc23)nc2ccccc21,-4.1,-0.365,-0.3,12.3,21.2,-0.6,-1.2,0.108,6.6
Cc1cccc(-c2nc(C#N)c(N3CCCCCC3)o2)c1,0.3,0.379,-0.8,14.1,5.2,-1.1,-4.5,0.13,10.0
CSc1cc(C)nc(NC(C)=O)n1,-3.8,-1.59,-1.1,-8.0,-0.4,-0.3,1.0,0.495,-6.7
CC(=O)Nc1nc2ccccc2n1CCOc1ccccc1,2.6,-0.37,-0.1,·,-7.9,0.6,-2.4,0.127,-3.5
CC1=C(C(=O)OCc2ccccc2)C(c2ccccn2)c2c(n(C)c(=O)n(C)c2=O)N1 (configuration not stated),-0.2,0.291,0.2,-23.0,-7.8,-0.4,-1.5,0.272,-6.3
Cc1[nH]c2ccccc2c(=O)c1CN1CCCCC1,-1.2,-0.332,0.1,-3.8,-10.6,0.3,-1.8,0.127,-10.6
COc1ccccc1-c1cc(C(=O)N2CCN(c3ccccc3OC)CC2)no1,0.3,0.0291,-1.1,-4.4,7.6,0.5,15.7,-0.0122,9.2
COc1cccc(CNC(=O)CCS(=O)(=O)c2cccc3nsnc23)c1,-0.7,0.301,·,·,-2.6,-0.4,·,1.36,-1.2
CCOC(=O)C1=C(C)N=C2SCCC(=O)N2C1c1cc(Br)ccc1OC (configuration not stated),-2.8,0.224,0.2,-14.6,18.3,-0.9,-0.2,-0.0217,0.0
CN(C)C(=O)CSc1cccc2cccnc12,1.1,-0.015,-0.9,37.5,32.8,-0.1,8.8,-1.63,39.2*
Cc1ccc(-c2nc(C3CCCN(S(=O)(=O)c4ccc(C(F)(F)F)cc4)C3)no2)cc1 (configuration not stated),3.5,0.148,0.8,9.8,-13.2,-0.5,-5.7,0.00755,1.3
O=C(CN1C(=O)c2ccccc2S1(=O)=O)NCCC1=CCCCC1,-0.3,-0.509,·,·,-0.5,-1.8,·,-0.167,-5.4
Cc1cc(C)cc(NC2=NC3(CCCCC3)N=C(N)N2)c1,-1.8,-0.188,-1.4,-8.3,3.2,-0.1,65.5*,-0.0568,8.4
N#Cc1c(N)oc(-c2cccs2)c1-c1cccs1,-2.2,0.00768,0.5,6.9,11.1,0.7,6.8,-0.712,7.2
Cc1ccc(S(=O)(=O)C(C#N)c2nc3ccccc3nc2N2CCCC2)cc1C (configuration not stated),1.1,0.0971,0.2,-2.7,-15.3,0.3,3.0,-1.36,2.7

mol,HTR1A agonist,M1 antag,S1P3 ag,S1P1 ag-PAM,5HT1a antag,5HT1E ag,Jurkat tox 60K,M1 ag,5HT1E antag
CC(=O)Nc1cc2c(cc1C(=O)c1ccc(C)cc1)OCCO2,0.9,0.297,-1.0,3.5,-1.3,-0.6,-4.6,0.808,2.4
N#CCSc1nc2[nH]ncc2c(=O)n1-c1ccccc1Br,-0.5,0.359,-0.1,-16.8,-5.8,0.4,3.0,0.264,-2.5
COc1cc(-c2nn3c(-c4ccccn4)nnc3s2)cc(OC)c1OC,-0.7,-0.216,1.0,-24.0,·,-0.3,·,-1.19,11.3
N#C/C(=C/c1ccc(N2CCCCCC2)o1)c1ccc(F)cc1,-4.9,0.871,-2.2,128.7,87.3*,-0.1,98.8*,31.3*,89.7*
CCc1nc(N2CCN(C(=O)c3ccccc3)CC2)c(C#N)c2c1COC(C)(C)C2,3.1,0.0439,-3.8,7.6,·,0.2,·,1.93,10.1
Cc1cc(C)nc(NC(=O)CSc2ccccn2)n1,-2.5,-7.98e-05,0.5,·,-12.8,0.7,-0.8,0.629,0.7
O=C(Nc1cccnc1N1CCOCC1)c1cc2ccccc2oc1=O,-1.8,-0.072,·,·,-6.8,0.4,·,0.449,3.6
O=C(c1ccc2c(c1)OCO2)N(CC1CCCO1)C1(C(=O)NC2CCCC2)CCCCC1 (configuration not stated),-0.7,0.581,·,·,35.8,-1.9,·,0.0365,7.5
O=C(NC(Cc1ccccc1)C(=O)O)c1ccc(S(=O)(=O)N2CCCC2)cc1 (configuration not stated),0.3,-1.58,0.1,24.0,-11.7,-0.5,-9.3,-0.141,7.4
COCCNC(=O)c1cc2sc3ccccc3c2s1,-1.0,-0.759,0.3,·,-6.2,0.3,-7.5,-0.403,0.2
O=C(c1cccc(C(=O)N2CCc3ccccc32)n1)N1CCc2ccccc21,2.1,-0.369,0.0,·,8.9,1.5,-3.7,-0.707,-0.6
COc1cccc(-c2csc3nc[nH]c(=O)c23)c1,1.6,0.218,-1.9,·,-12.2,0.2,-2.8,0.736,2.2
O=C(C1CCN(S(=O)(=O)c2ccccc2)CC1)N(CCc1ccccc1)Cc1ccco1,-3.3,-0.276,-1.0,13.6,20.1,-0.9,11.4,0.549,22.7
CCN(CC)S(=O)(=O)c1ccc(C(=O)NCc2n[nH]c(=S)n2-c2ccccc2OC)cc1,0.5,-0.239,·,·,-7.9,0.1,·,0.0684,3.7
COc1ccc2c(c1)C=CC1(O2)N(CCO)c2ccccc2C1(C)C (configuration not stated),1.3,-1.4,-0.5,12.7,2.2,0.1,4.4,0.737,4.6
CCOC(=O)N1CCN(Cc2nc3c(c(=O)[nH]c(=O)n3C)n2Cc2cc(C)ccc2C)CC1,-1.7,0.575,-0.1,10.4,-10.8,1.0,-5.0,0.715,-0.3
CCN1C(=O)CC(N2CCN(c3ccc(Cl)cc3)CC2)C1=O (configuration not stated),0.1,0.241,0.0,·,-19.1,0.8,-4.3,-0.125,2.5
CN1C(=O)NC(c2ccccc2)C2=C1CN(c1cccc(C(F)(F)F)c1)C2=O (configuration not stated),1.1,-0.458,-0.2,5.1,6.6,-0.8,4.0,0.0251,2.6
Cc1onc(-c2c(F)cccc2Cl)c1C(=O)NCCc1ccc(S(N)(=O)=O)cc1,-5.1,-0.485,-0.3,7.4,-6.3,0.0,0.3,0.0232,-5.0
COCc1[nH]nc2c1C(c1ccc(OC)c(OC)c1)C(C#N)=C(N)O2 (configuration not stated),-1.1,0.435,0.7,-18.0,-5.3,-1.1,-5.7,1.21,-5.8

Assay outcomes deposited in PubChem BioAssay by several laboratories.
